Screening results: PubChem BioAssay, National Center for Advancing Translational Sciences (NCATS)
CXXC DNA block: MLL CXXC-DNA interaction inhibition; Potency, µM (series often up to 115 µM), inactives show at the highest dose activity change, negative = inhibition, actives largely listed as inhibitors; AID 2662; actives 0.037% (n = 290,000); Q03164; MLL-CXXC / FITC-HOXA9 DNA fluorescence polarization; active = well fitted inhibition curve with a large enough effect in the polarisation, with a control signal flat, not every such curve was filed as active; inconclusive = small, poorly fitted or top-dose-only effect, or effect the other way, or a change in a side signal; inactive = no such curve, though single readings can be large or run the other way; the % refers to the polarisation; note: potency is the fitted concentration of half-maximal effect
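Steps: dispense CXXC domain solution (7 uM) → pin compounds or unlabeled HOX-A9 DNA control → 5 min ambient → add FLSN-HOX-A9 solution (50 nM) → spin → 30 min ambient → fluorescence polarization. Tris pH 7.5/NaCl/DTT/BSA buffer.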
B2AR arrestin: recruits beta-arrestin to the human beta2-adrenergic receptor; actives 0.02% (n = 330,000); beta-arrestin recruitment to beta2AR, cell-based reporter; AID 492947; P07550; Potency, µM (highest dose often 46.1 µM), for inactives: top-dose activation, hits mostly activators;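 note: potency is the fitted concentration of half-maximal effect; 0% = DMSO controls and full agonism = EC100 isoproterenol or metaproterenol; nearly all actives have a fitted effect of over 65% in size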
Giardia killer: Giardia lamblia killing. Giardia lamblia trophozoite viability. activity change, % at 7.66 µM, hits read low. actives 0.15% (n = 340,000). AID 540267; in the data active = activity change below about -80%; inconclusive = between about -30% and that limit;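 note: parasites exposed to compound for two days anaerobically before the ATP read; % is set by controls: 0 for no effect and ±100 for the full control effect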
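Compounds were tested on trophozoites seeded at 100 cells/well and held 48 hrs at 37 deg C anaerobically. An ATP-based luminescent kit measured the remaining live cells.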
Menin-MLL TR inh: displaces Texas Red mutant MLL peptide from human menin; O00255; Menin + Texas Red MLL mutant peptide, fluorescence polarization; Potency, µM (series often up to 61.6 µM), without a hit: at the highest dose FP activity change, negative = inhibition, hits mostly inhibitors; actives 0.23% (n = 270,000); AID 1768; active = well fitted inhibition curve with a large enough effect in the polarisation, with a control signal flat, not every such curve was filed as active; inconclusive = small, poorly fitted or top-dose-only effect, or effect the other way, or a change in a side signal; inactive = no such curve, though single readings can be large or run the other way; the % refers to the polarisation; note: potency is the fitted concentration of half-maximal effect; % of control where 0% means no effect; many of its hits are not listed in these tables
FBPA coupling cs: counter-screen for Giardia aldolase inhibitors: coupling enzyme system; coupling enzyme system counterscreen, AmpLite Red fluorescence; activity change, negative = inhibition, % at 58.2 µM, hits read low; actives 0.67% (n = 290,000); AID 2472; in the data active = activity change below about -30%; note: % is set by controls: 0 for no effect and ±100 for the full control effect
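First, compound is pin-transferred into glyceraldehyde-3-phosphate coupling-enzyme reagent at 57.5 uM final and held 10 min at RT. Next, substrate, coupling system and AmpLite Red are added. After 20 min RT, fluorescence (525/598 nm) is read.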
KCNH2 WT inh: KCNH2 (human, wildtype) channel inhibition; Q12809; activity change, % at 1.84 µM; actives 0.37% (n = 340,000); U2OS, BacMam KCNH2, thallium flux FluxOr; stronger effect = lower value;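 active = maximum activity change below -70%; inconclusive = maximum activity change between -70% and -50%; inactive = maximum activity change above -50%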; note: % is set by controls: 0 for no effect and ±100 for the full control effect
Target sequence (Q12809 whole entry, looked up): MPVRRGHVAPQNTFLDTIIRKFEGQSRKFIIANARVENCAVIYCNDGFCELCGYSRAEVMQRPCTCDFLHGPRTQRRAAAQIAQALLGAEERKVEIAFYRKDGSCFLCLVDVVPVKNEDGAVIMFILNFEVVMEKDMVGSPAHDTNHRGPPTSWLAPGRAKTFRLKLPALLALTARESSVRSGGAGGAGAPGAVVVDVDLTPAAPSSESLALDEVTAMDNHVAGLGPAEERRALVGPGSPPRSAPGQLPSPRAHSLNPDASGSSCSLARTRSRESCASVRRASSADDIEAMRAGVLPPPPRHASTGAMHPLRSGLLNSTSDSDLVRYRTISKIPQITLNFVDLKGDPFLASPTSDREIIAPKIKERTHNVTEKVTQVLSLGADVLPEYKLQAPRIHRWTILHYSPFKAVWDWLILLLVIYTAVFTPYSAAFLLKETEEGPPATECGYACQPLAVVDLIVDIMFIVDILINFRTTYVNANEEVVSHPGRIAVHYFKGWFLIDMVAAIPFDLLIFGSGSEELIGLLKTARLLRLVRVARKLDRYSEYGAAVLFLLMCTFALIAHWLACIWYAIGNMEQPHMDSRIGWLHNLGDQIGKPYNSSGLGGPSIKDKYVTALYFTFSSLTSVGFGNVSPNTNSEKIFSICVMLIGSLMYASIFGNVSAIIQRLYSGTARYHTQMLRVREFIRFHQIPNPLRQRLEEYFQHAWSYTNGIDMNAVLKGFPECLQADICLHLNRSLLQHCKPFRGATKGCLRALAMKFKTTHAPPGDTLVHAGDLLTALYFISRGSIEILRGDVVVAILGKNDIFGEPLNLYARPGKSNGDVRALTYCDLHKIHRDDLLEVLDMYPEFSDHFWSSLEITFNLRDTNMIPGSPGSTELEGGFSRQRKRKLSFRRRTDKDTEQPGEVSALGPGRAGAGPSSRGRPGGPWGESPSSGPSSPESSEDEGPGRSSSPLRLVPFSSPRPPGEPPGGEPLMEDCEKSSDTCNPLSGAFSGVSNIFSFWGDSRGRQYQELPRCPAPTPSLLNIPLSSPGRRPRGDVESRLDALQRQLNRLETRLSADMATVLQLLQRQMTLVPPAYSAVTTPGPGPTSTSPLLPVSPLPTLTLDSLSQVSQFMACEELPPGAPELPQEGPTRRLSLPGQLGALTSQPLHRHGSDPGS
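U2OS cells were transduced with wild-type KCNH2 virus (2.03 x 10^8 / mL) for 4 h at room temperature, then cultured overnight at 37 C. Thallium flux was read with FluxOr dye. Rate constants were normalized to DMSO controls.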
PKM2 act: increases activity of human pyruvate kinase M2. P14618. purified PKM2, Kinase-Glo ATP luminescence, activation; response scale: 0% is enzyme alone, no compound. Potency, µM (titrated, usually from 57.5 µM), without a hit: top-dose activation, hits mostly activators. actives 0.34% (n = 260,000); note: potency is the fitted concentration of half-maximal effect; % is set by controls: 0 for no effect and ±100 for the full control effect; nearly all actives have a fitted effect of over 55% in size
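Purified hPK-M2 (>95%) run at intermediate activity with 0.1 mM ADP and 0.5 mM PEP in 50 mM imidazole pH 7.2, KCl, MgCl2; 1 h room temperature. ATP formed read by Kinase-Glo luminescence; normalized to uninhibited and no-enzyme controls.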
GALK inh: inhibitors of human galactokinase; P51570; Purified GALK, Kinase-Glo residual ATP luminescence; Potency, µM (doses to about 57.5 µM), for inactives: at the highest dose activity change, negative = inhibition, most hits filed as inhibitors; actives 0.007% (n = 270,000); AID 1868; note: potency is the fitted concentration of half-maximal effect; % is set by controls: 0 for no effect and ±100 for the full control effect
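Compounds were pin-transferred into ATP buffer (35 uM final), then GALK plus galactose (5 nM, 100 uM final) was added. After 1 h at room temperature, Kinase-Glo Plus was added and luminescence read after 10 min.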
KCNH2 3.1 block: KCNH2 3.1 (human) potassium channel inhibition | U2OS KCNH2 3.1, thallium flux FluxOr; stronger effect = lower value | activity change, % (tested at about 1.8 µM) | actives 0.95% (n = 340,000);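 active = maximum activity change below -70%; inconclusive = maximum activity change from -70% to -50%; inactive = maximum activity change above -50%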;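 note: thallium influx rate constant from kinetic fluorescence after stimulation buffer; % is set by controls: 0 for no effect and ±100 for the full control effect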
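Virally transduced U2OS (3.1 isoform, 4 h infection in dark at RT) → overnight 37 C → FluxOr + Red40 in HBSS/HEPES, 45 min → stimulation buffer, 2 min kinetic read → rate constant vs DMSO controls.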
USP2a block: blocks human ubiquitin-specific protease USP2a. O75604. USP2 core, Ub-CHOP2 coupled fluorogenic reporter, 485/531. Potency, µM (highest dose often 38.3 µM), without a hit: at the top dose activity change, negative = inhibition, usual class: inhibitors. actives 0.01% (n = 330,000). AID 463254;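 note: potency is the fitted concentration of half-maximal effect; plate controls were DMSO wells for no effect and full inhibition by NEM control for full effect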
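USP2 core (10nM final) preincubated 30min RT with compound in 20mM Tris-HCl pH 8.0, 2mM CaCl2, 2mM beta-mercaptoethanol, 0.05% CHAPS; 25nM Ub-CHOP2 plus 25nM reporter substrate added, fluorescence (Ex485/Em531) read after 60min.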
TRPV1 ag: agonists of human vanilloid receptor 1 (TRPV1); actives 0.19% (n = 320,000); Q8NER1; TRPV1-expressing cells, Fluo-8 calcium influx, agonist mode; activation, % at 8.33 µM; in the data active = activation above about 80%; inconclusive = between about 30% and that limit; note: 0% is about no effect
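Cells expressing TRPV1 were dye-loaded with Fluo-8 and read kinetically: 10 s baseline, 3 min after compound (agonist portion), then 2 min after EC20 capsaicin (allosteric enhancer portion). Calcium-bound dye fluorescence at 480/520 nm.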
An asterisk follows results filed as active; ? = inconclusive; nt = not tested or not shown; [ ] = another dose, or the depositor's remark. Unless noted, calls come from the whole dose curve; as a rule, active = well fitted curve in the direction sought with a large enough effect; inconclusive = small, poorly fitted or top-dose-only effect, or another doubt; inactive = no such curve, though single readings can be large; an effect the other way counts as inactive or inconclusive. A portion of the library. The share of hits here may be higher or lower than overall.

SMILES	CXXC DNA block	B2AR arrestin	Giardia killer	Menin-MLL TR inh	FBPA coupling cs	KCNH2 WT inh	PKM2 act	GALK inh	KCNH2 3.1 block	USP2a block	TRPV1 ag
CCN(CC)S(=O)(=O)c1ccc(OC(C)C)c(NC(=O)C2=COCCO2)c1	nt	-0.9%	-3	nt	nt	-2	nt	nt	-1	1%	20
O=S(=O)(NC1=NCCCCC1)c1ccc(F)cc1	0%	0.4%	-14	nt	-1	-6	3%	1%	4	0%	-1
C=CCSC1=NNC(c2ccc(C(C)(C)C)cc2)=NN1	-13%	0.5%	-12	nt	-2	2	-3%	1%	-4	1%	?
Cc1c(N=C/C=C/c2ccccc2)cnn1C	0%	-1.8%	20	-22%	-10	3	1%	-1%	3	-5%	-1
O=C(O)C1CCC(=O)N1Cc1ccc(F)cc1 (stereo not given)	-2%	0.0%	-4	nt	-1	-12	1%	-2%	16	1%	0
COCCCn1nnnc1SCC(=O)N1CCN(C(=O)c2ccco2)CC1	19%	-0.3%	12	-30%	1	-4	5%	0%	0	3%	2
CCOc1ccccc1NC(=O)C(NCCN(C)C)c1ccccc1 (stereo not given)	1%	0.1%	6	-25%	2	47	-1%	6%	-2	0%	3
O=C(NC(=S)N(CC1CCC1)CC1CCCO1)c1cccc([N+](=O)[O-])c1 (stereo not given)	3%	0.1%	?	-14%	0	-1	-5%	3%	-10	-2%	3
COc1cc(S(=O)(=O)NCc2ccccc2)ccc1F	-1%	-0.2%	-3	-4%	6	0	7%	-4%	13	0%	3
Cn1c(SCC#N)nnc1-c1ccc2c(c1)OCO2	0%	-0.5%	-1	-6%	1	-16	?	-1%	-3	5%	0
Cc1ccc(-c2nn(C)c(=O)c3ccccc23)cc1CNC(=O)/C=C/c1ccccc1	0%	-0.8%	11	11%	3	-8	-17%	4%	-4	-1%	4
Cc1ccc(-c2nn(-c3ccccc3)cc2C(N)=O)o1	-22%	0.5%	-13	5%	-2	2	?	-2%	-3	0%	3
Cc1ccc(-n2nc3c(=O)n(C(C)C(=O)NCc4ccc(Cl)cc4)nc(C)c3c2C)cc1 (stereo not given)	5%	0.2%	2	-15%	5	3	nt	7%	-26	2%	0
COc1ccc(OC)c(NC(=O)CSc2nnnn2-c2ccccc2F)c1	-1%	0.0%	13	9%	0	-7	3%	-2%	-6	-6%	-6
COc1ccc(CCNC(=O)c2cc3c(=O)n4cccc(C)c4nc3n(Cc3ccco3)c2=N)cc1OC	1%	?	-2	?	4	25	?	-4%	20	-8%	-2
COc1ccc(C(c2nnnn2C(C)(C)C)N2CCN(c3nc4ccccc4s3)CC2)cc1 (stereo not given)	-1%	-0.5%	9	16%	3	-11	1%	0%	-6	-7%	3
CSc1ncc(CN2CCN(CC=C(C)C)C(CCO)C2)cn1 (stereo not given)	-3%	-0.6%	1	3%	0	9	2%	10%	7	-1%	-2
O=C(COC(=O)CCC(=O)c1cccs1)Nc1ncc(Cl)cc1Cl	0%	-0.2%	9	1%	1	1	1%	-1%	-10	-1%	2
CCCCc1nnc2c(N(C)S(=O)(=O)c3ccccc3)nc3ccccc3n12	7%	0.1%	-13	nt	4	17	-2%	-2%	9	0%	-2
Cc1ccc(-c2nn(Cc3ccccc3)cc2C(=O)NCC2CCCO2)cc1 (stereo not given)	nt	-0.1%	-3	nt	nt	0	nt	nt	-10	-1%	29
N#CC1=C(N)Oc2cc(N)ccc2C1c1ccccc1Cl (stereo not given)	-19%	0.4%	-1	30%[activator]	-1	-10	1%	0%	-2	-1%	0
Cc1c(C(=O)N2CC3(CC(c4cccc(NC(=O)[C@H]5CCC(=O)N5)c4)=NO3)C[C@@H]2C(N)=O)cc([N+](=O)[O-])cc1[N+](=O)[O-] (stereo not given in full)	1%	0.2%	1	nt	1	-1	0%	0%	-9	7%	0
Cc1[nH]c2ccccc2c1C(=O)COC(=O)c1c(-c2c(F)cccc2Cl)noc1C	0%	0.1%	11	?	-2	-1	-10%	-1%	-9	2%	1
CCOC(=O)Nc1n[nH]c(NC(=O)OCC)c1[N+](=O)[O-]	-3%	-0.3%	7	1%	1	-10	2%	-1%	-6	7%	-5
COc1ccccc1N1C(=O)C2C(C(=O)c3ccccc3)=NN(c3ccccc3)C2C1=O (stereo not given)	?	-1.6%	3	nt	-1	-13	0%	1%	-30	2%	3

Exported with values under each structure: 6 of the compounds above
Every second line gives: CXXC DNA block | B2AR arrestin | Giardia killer | Menin-MLL TR inh | FBPA coupling cs | KCNH2 WT inh | PKM2 act | GALK inh | KCNH2 3.1 block | USP2a block | TRPV1 ag
- Cc1ccc(-c2nn(Cc3ccccc3)cc2C(=O)NCC2CCCO2)cc1 (stereo not given)
→ nt | -0.1% | -3 | nt | nt | 0 | nt | nt | -10 | -1% | 29
- O=S(=O)(NC1=NCCCCC1)c1ccc(F)cc1
→ 0% | 0.4% | -14 | nt | -1 | -6 | 3% | 1% | 4 | 0% | -1
- N#CC1=C(N)Oc2cc(N)ccc2C1c1ccccc1Cl (stereo not given)
→ -19% | 0.4% | -1 | 30%[activator] | -1 | -10 | 1% | 0% | -2 | -1% | 0
- C=CCSC1=NNC(c2ccc(C(C)(C)C)cc2)=NN1
→ -13% | 0.5% | -12 | nt | -2 | 2 | -3% | 1% | -4 | 1% | ?
- CCN(CC)S(=O)(=O)c1ccc(OC(C)C)c(NC(=O)C2=COCCO2)c1
→ nt | -0.9% | -3 | nt | nt | -2 | nt | nt | -1 | 1% | 20
- COCCCn1nnnc1SCC(=O)N1CCN(C(=O)c2ccco2)CC1
→ 19% | -0.3% | 12 | -30% | 1 | -4 | 5% | 0% | 0 | 3% | 2

(cont.)
SMILES	CXXC DNA block	B2AR arrestin	Giardia killer	Menin-MLL TR inh	FBPA coupling cs	KCNH2 WT inh	PKM2 act	GALK inh	KCNH2 3.1 block	USP2a block	TRPV1 ag
COC(=O)c1cnn(-c2cc(Oc3ccccc3)ncn2)c1N	-12%	-0.1%	-28	-6%	3	0	0%	4%	-3	1%	-5
Cc1ccc(CCNS(=O)(=O)c2c(C)nc3sccn3c2=O)cc1	nt	0.3%	-4	-2%	1	4	2%	nt	12	2%	4
COc1ccc(OCCC(=O)Nc2cc(C)on2)cc1	-1%	0.0%	-20	-8%	3	12	1%	-2%	0	-1%	0
CCC(C(=O)NCc1ccco1)N(C(=O)CNS(=O)(=O)c1ccccc1)c1ccc(F)cc1 (stereo not given)	-1%	0.0%	-11	-3%	1	13	8%	6%	-10	2%	-4
COc1cccc(-n2nc(-c3ccnn3-c3ccc(C)cc3)c(=O)n(C)c2=O)c1	-1%	-0.1%	7	-1%	4	1	3%	1%	-6	-5%	19
COc1ccc(CCC(=O)N2CCCc3ccccc32)cc1	18%	0.2%	-19	-19%	2	-14	1%	0%	-13	0%	-2
COc1ccc(CCC(=O)NCCc2nc3ccccc3[nH]2)cc1	12%	0.1%	-2	-3%	2	2	nt	-8%	-31	0%	4
Cc1cccc(NC(=O)CSc2nnc(CNC(=O)c3ccc(S(=O)(=O)N(C)C)cc3)n2-c2cccc(C)c2)c1	9%	-1.8%	-15	8%	6	4	-2%	1%	14	-1%	-2
CCc1cc(C(=O)NNC(=O)c2csc(N3CCOCC3)n2)sc1C	nt	-0.2%	9	nt	nt	6	nt	nt	-5	0%	?
Cc1ccc(S(=O)(=O)NCC(=O)NCc2cc(=O)n(C)c(=O)n2C)cc1	0%	-0.1%	13	5%	0	-13	nt	0%	-15	4%	1
CC(C)C(NC(=O)c1ccc(F)cc1)C(=O)N1CCOCC1 (stereo not given)	nt	-2.1%	2	nt	nt	-5	nt	nt	-4	5%	-1
Cc1ccc(-c2nonc2NC(=O)c2ccco2)cc1	-4%	0.0%	-4	17%	-1	-13	nt	0%	18	5%	0
CCOC(=O)C1=C(CC)Nc2ccccc2N/C1=N\S(=O)(=O)c1ccc2ccccc2c1	8%	0.1%	7	-2%	5	1	4%	9%	5	-4%	9
CC12CCC(C/C1=N/NC(=O)COc1ccccc1Cl)C2(C)C (stereo not given)	-7%	-1.0%	8	?	0	-30	4%	0%	-16	-2%	5
CCOc1c(O)ccc(C2NC(=O)N(C)C(C)=C2C(=O)OC)c1[N+](=O)[O-] (stereo not given)	-9%	0.0%	7	0%	-2	nt	-22%	3%	26	-1%	-3
CC(C)N(Cc1nc(-c2ccc3c(c2)OCO3)no1)Cc1nccn1C	-17%	-0.2%	-5	-11%	-2	-13	-2%	-1%	1	1%	0
Cc1cc(C)n(-c2c(F)c(F)c(CO)c(F)c2F)n1	5%	nt	6	-19%	3	2	-3%	5%	5	nt	2
